HEK293 tox: qHTS of GLP-1 Receptor Inverse Agonists: Cytotox Screen; HEK293 cAMP-luciferase reporter cells, luminescence, 24 h; Potency, µM (series often up to 38.3 µM), without a hit: at the highest dose activity change, negative = inhibition, hits mostly inhibitors; 410,000 tested, 0.13% active;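 note: loss of luciferase light is scored as toxicity; potency is the fitted concentration of half-maximal effect; % is set by controls: 0 for no effect and ±100 for the full control effect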
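Luminescence readout: signal drop marks cytotoxicity. Plated cells grew 12 h at 37 °C, 5% CO2, received 23 nL compound for 24 h, then got luciferase reagent, read after 12 min at RT.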
aSyn yeast inh: qHTS of alpha-syn Inhibitors | 370,000 tested, 0.14% active | Potency, µM (top dose mostly 46.1 µM), inactives show top-dose growth rescue (activation), usual class: activators | AID 652106, 2013 | Yeast expressing alpha-synuclein, growth rescue, BacTiter-Glo, 24 h; note: potency is the fitted concentration of half-maximal effect; % of control where 0% means no effect; nearly all actives have a fitted effect of over 65% in size
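Screening used galactose-induced yeast with toxic alpha-synuclein levels, exposed to compound for 24 hr at 30 deg C. Cell growth, read with BacTiter-Glo luminescence, gave the measured signal.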
D3 antag: qHTS of D3 Dopamine Receptor Antagonist: qHTS; max response, negative = inhibition, %; 360,000 tested, 2.5% active; D3R cells, DiscoveRx beta-arrestin luminescence, antagonist mode; hits give low values; D(3) dopamine receptor (Homo sapiens), P35462; in the data active = max response below about -50%; inconclusive = no clear call, values can overlap the other calls; note: % is set by controls: 0 for no effect and ±100 for the full control effect; mostly tested at two doses, the higher about 12 µM
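Cells plated overnight at 1500 cells/well, then exposed to library compounds with dopamine controls for 90 minutes at 37 degrees C. DiscoveRx reagent added for 30–60 minutes at room temperature; luminescence read, quantitative HTS format.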
PTHR1 ag: qHTS for PTHR1 Agonists: Primary Screen; Parathyroid hormone/parathyroid hormone-related peptide receptor (Homo sapiens), Q03431; HEK293 GP2 PTHR1 cells, GloSensor cAMP luminescence, 1 h; Potency, µM (series often up to 115 µM), without a hit: top-dose activation, most hits filed as activators; 410,000 tested, 0.075% active; note: potency is the fitted concentration of half-maximal effect; nearly all actives have a fitted effect of over 55% in size; some results filed as inactive show a strong effect at the top dose; inactives centre near -15; many of its hits are not listed in these tables
Target sequence (Q03431 whole entry, looked up): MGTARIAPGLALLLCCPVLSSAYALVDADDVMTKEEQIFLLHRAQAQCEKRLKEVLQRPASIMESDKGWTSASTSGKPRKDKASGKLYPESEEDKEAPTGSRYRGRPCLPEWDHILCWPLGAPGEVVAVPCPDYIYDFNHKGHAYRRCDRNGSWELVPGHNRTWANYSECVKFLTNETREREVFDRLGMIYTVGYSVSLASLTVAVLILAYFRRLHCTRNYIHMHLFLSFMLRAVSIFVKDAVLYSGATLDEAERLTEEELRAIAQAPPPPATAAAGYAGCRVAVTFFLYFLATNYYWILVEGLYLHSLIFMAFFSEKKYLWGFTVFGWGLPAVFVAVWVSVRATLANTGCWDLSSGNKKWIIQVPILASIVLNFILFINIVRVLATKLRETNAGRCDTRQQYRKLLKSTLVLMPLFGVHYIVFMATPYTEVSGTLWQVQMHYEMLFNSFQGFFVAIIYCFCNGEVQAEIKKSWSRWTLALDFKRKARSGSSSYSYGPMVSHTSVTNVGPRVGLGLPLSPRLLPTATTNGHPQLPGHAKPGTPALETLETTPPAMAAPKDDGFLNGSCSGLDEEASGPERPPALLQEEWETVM
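HEK-293-derived GP2 cells expressing PTHR1 and a GloSensor cAMP reporter, 3,000/well, plated overnight, given luciferin plus IBMX (each 0.5 mM as added) for 1 h at 37 °C, then compound for 1 h at 37 °C. Luminescence was read after 15 min at room temperature.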
GLP1R ag: qHTS of GLP-1 Receptor Agonists. Glucagon-like peptide 1 receptor (Homo sapiens), P43220. 380,000 tested, 0.007% active. AID 624172, 2012. Potency, µM (doses to about 45.6 µM), for the others: at the highest dose activation, hits mostly activators. HEK293 GLP-1R CRE-luciferase, luminescence, 4-6 h; cells express a hypersensitive GLP-1R form; note: potency is the fitted concentration of half-maximal effect; % of control where 0% means no effect
Target sequence (P43220 whole entry, looked up): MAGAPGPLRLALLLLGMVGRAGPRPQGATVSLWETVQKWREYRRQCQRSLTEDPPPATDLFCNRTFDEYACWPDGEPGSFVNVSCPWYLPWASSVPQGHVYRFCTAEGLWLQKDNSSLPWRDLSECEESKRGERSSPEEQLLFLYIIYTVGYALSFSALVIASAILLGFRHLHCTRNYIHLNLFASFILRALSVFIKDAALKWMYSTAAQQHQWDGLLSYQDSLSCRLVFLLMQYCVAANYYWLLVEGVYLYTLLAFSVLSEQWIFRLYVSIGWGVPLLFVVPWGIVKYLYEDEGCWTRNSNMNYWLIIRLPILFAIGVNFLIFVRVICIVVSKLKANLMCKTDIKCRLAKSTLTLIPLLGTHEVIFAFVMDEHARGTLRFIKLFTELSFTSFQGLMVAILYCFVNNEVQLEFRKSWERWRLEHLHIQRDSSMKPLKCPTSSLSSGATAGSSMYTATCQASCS
GLP-1R inv ag: qHTS of GLP-1 Receptor Inverse Agonists (Inhibition Mode); Glucagon-like peptide 1 receptor (Homo sapiens), P43220; HEK293 GLP-1R CRE-luciferase, luminescence, 24 h; GLP-1R form is constitutively active; 410,000 tested, 1.6% active; Potency, µM (top dose mostly 38.3 µM), without a hit: at the highest dose activity change, negative = inhibition, usual class: inhibitors; note: potency is the fitted concentration of half-maximal effect; % is set by controls: 0 for no effect and ±100 for the full control effect; nearly all actives have a fitted effect of over 55% in size
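HEK293 cells stably co-expressing constitutively active GLP-1R and a cAMP-responsive luciferase reporter were seeded in DMEM with 10% Nu serum, given compounds after 12 h, and incubated 24 h at 37 deg C. Luminescence was then read.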
D3 ag: qHTS of D3 Dopamine Receptor Agonist: qHTS; D(3) dopamine receptor (Homo sapiens), P35462; 410,000 tested, 0.58% active; AID 652048, 2013; max activation, %; D3R DiscoveRx beta-arrestin cells, luminescence, 90 min; in the data active = max activation above about 30%; note: 0% is about no effect; mostly tested at two doses, the higher about 12 µM
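Cells at 1500/well, incubated overnight, then treated with pinned compounds (dopamine as control) for 90 min at 37 degrees C. DiscoveRx reagent added for 30 - 60 minutes at room temperature; luminescence read.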
TDP-43 yeast inh: qHTS of TDP-43 Inhibitors. TDP-43 expressing yeast growth rescue, BacTiter-Glo, 24 h. Potency, µM (series often up to 46.1 µM), without a hit: at the highest dose growth rescue (activation), hits mostly activators. 410,000 tested, 1.8% active; note: potency is the fitted concentration of half-maximal effect; % of control where 0% means no effect; nearly all actives have a fitted effect of over 50% in size
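Readout is BacTiter-Glo luminescence of cell growth, so inhibitors register as activators. TDP-43-expressing yeast at OD600=0.02 in galactose medium, after raffinose pregrowth to mid-log, were incubated with compound for 24 hr at 30 deg C.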
KB-V1 cytotox: qHTS assay for MDR1-selective chemotherapeutics: Primary screen using the drug-selected MDR subline cells KB-V1; KB-V1 MDR cells viability, CellTiter-Glo, 72 h; Potency, µM (titrated, usually from 46.1 µM), for the others: at the top dose activity change, negative = cytotoxicity, hits mostly cytotoxic; 400,000 tested, 3.4% active; AID 1347076, 2019; note: potency is the fitted concentration of half-maximal effect; % is set by controls: 0 for no effect and ±100 for the full control effect; nearly all actives have a fitted effect of over 60% in size
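Cells of the MDR subline KB-V1 are plated, dosed with compound at multiple concentrations, and incubated 72 h at 37 degrees C; CellTiter-Glo is then added and luminescence read after 10 min.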
* = called active by the depositor; i = inactive; ? = inconclusive; / = not tested or not shown; & = joins results of further samples; [ ] = remark or other dose. Unless noted, calls come from the whole dose curve; as a rule, active = well fitted curve in the direction sought with a large enough effect; inconclusive = small, poorly fitted or top-dose-only effect, or another doubt; inactive = no such curve, though single readings can be large; an effect the other way counts as inactive or inconclusive.

item | SMILES | HEK293 tox | aSyn yeast inh | D3 antag | PTHR1 ag | GLP1R ag | GLP-1R inv ag | D3 ag | TDP-43 yeast inh | KB-V1 cytotox
1 | CCOC(=O)C1CCCN(C(=O)c2ccc(S(=O)(=O)NCc3ccco3)cc2)C1 (stereo not given) | 5.1% | -1.2% | 10.3 | i | -2.7% | -4.4% | 1.7 | 19.3% | ?
2 | COc1cccc(NC(=O)CN(Cc2ccccc2)S(=O)(=O)c2ccc3nc(C)sc3c2)c1 | 2.4% | / | / | i | / | ? | -7.9 | -7.0% | -1.7%
3 | O=S(c1ccsc1)c1ccsc1 | -2.6% | -4.4% | 23.5 | i | -13.0% | 6.8% | 3.9 | 3.4% | 17.5%
4 | Cc1ccc2oc(=O)c3cnn(CC(=O)N(CCCN4CCOCC4)Cc4ccco4)c3c2c1 | -1.5% | -1.4% | ? | -31.7%[inhibitor] | -1.2% | 1.3% | -13.8 | 11.8% | -11.3%
5 | COc1ccc(CNS(=O)(=O)c2ccc(C3CNC(=O)C3)cc2)cc1 (stereo not given) | 3.4% | 2.8% | -142.0* | i | -7.9% | 0.0% | 3.3 | -26.1% | 10.0%
6 | O=C(CS(=O)(=O)c1ccccc1)N1CCN(c2ccccc2)CC1 | 6.0% | 5.5% | -7.6 | -1.4% | 2.5% | 5.4% | 0.8 | ? | 4.3%
7 | O=C(C(=O)N1CCC(Cc2ccccc2)CC1)c1cccs1 | 17.7% | 7.2% | -8.8 | -16.7% | / | ? | -7.4 | 23.0% | -39.4%
8 | CCCCCCn1cc(CN2CC(N3CCN(Cc4ccccc4F)CC3)CS2(=O)=O)nn1 (stereo not given) | 2.3% | 8.4% | 22.1 | -59.1%[inhibitor] | 8.3% | -1.3% | 3.0 | 10.6% | -5.1%
9 | CCOc1cccc2sc(N(CCCN(C)C)C(=O)c3ccc(C(=O)c4ccccc4)cc3)nc12 | ? | -2.9% | -27.9 | i | -4.4% | ? | -16.0 | -13.6% | 15.8%
10 | C[C@]12C(=O)N(c3ccc(Cl)cc3)C(=O)N1[C@@H]1c3ccccc3OC[C@@H]1[C@H]2c1ccccc1 | 4.5% | 7.5% | -11.3 | -11.4% | -0.4% | ? | -12.1 | 9.3% | 7.2%
11 | O=c1c2ccccc2ccc2ccccc12 | -4.0% | 6.7% | 18.8 | -8.0% | 14.9% | 17.9% | 2.6 | ? | ?
12 | Cn1c(Cc2ccccc2)nnc1SCC(=O)c1cccs1 | -2.6% | 2.4% | 7.1 | i | 3.0% | 6.7% | 3.5 | -3.1% | -1.5%
13 | O=C(Nc1nc2ccccc2s1)c1cccc(S(=O)(=O)N2CCc3ccccc32)c1 | -8.1% | 2.5% | -3.5 | -42.7%[inhibitor] | 4.8% | -33.1% | 21.5 | 4.4% | ?
14 | CCNC(=O)C[C@@H]1C=C[C@@H](NS(=O)(=O)c2ccc(F)cc2)[C@@H](CO)O1 | 4.2% | -2.4% | -4.3 | -13.8% | / | 25.7% | 0.7 | 27.4% | -2.9%
15 | CC(C)(CNC(=O)c1ccc(NS(=O)(=O)c2ccc(Br)cc2)cc1)N1CCOCC1 | -6.2% | -4.6% | -10.8 | -69.6%[inhibitor] | 13.4% | ? | -16.0 | -16.4% | -19.4%
16 | O=C(NCc1cccnc1)c1nn(-c2ccccc2F)nc1CO | 1.6% | / | / | -10.3% | / | 7.3% | -13.4 | -3.1% | /
17 | Cc1ccc(-n2ncc3c(NCCCN4CCOCC4)ncnc32)cc1 | -8.9% | / | / | 6.6% | / | -5.9% | -14.7 | 11.6% | -12.7%
18 | O=C(NCC(O)c1ccccc1)c1ccccc1 (stereo not given) | 7.8% | -7.5% | 0.0 | i | 0.1% | -22.6% | 7.6 | 11.6% | 6.8%
19 | O=C(CC(Cc1ccccc1)C(=O)O)Nc1ccccc1 (stereo not given) | -7.4% | ? | 9.3 | i | 8.6% | -4.4% | 5.3 | 11.3% | 11.9%
20 | Cc1ccc(C2C(C#N)=C(N)Oc3cc(N)ccc32)cc1 (stereo not given) | -1.7% | -5.6% | 2.6 | -10.3% | 10.8% | -11.7% | 4.4 | -12.9% | -14.7%
21 | COc1ccc(OC)c(CNC(=O)c2cnc(N(C)C)nc2)c1 | 0.0% | / | / | i | / | 0.6% | 2.6 | ? | 11.8%
22 | CN(C)/C=C/C(=O)c1ccc(Cl)s1 | -3.3% | -39.2%[inhibitor] | -1.1 | i | -0.8% | -12.2% | 0.9 | -90.5%[inhibitor] | 3.4%
23 | CCOC(=O)c1cnn(-c2nc(-c3ccc(C)cc3)cs2)c1C(F)(F)F | -11.0% | 0.1% | 36.1 | -3.6% | 0.0% | 6.7% | 3.3 | 22.9% | ?
24 | COc1ccc(/C=N/NC(=O)c2ccc(NC(=O)C3CCCCC3)cc2)cc1O | -18.6% | -2.5% | -21.8 | i | 1.7% | 0.6% | -0.1 | -4.1% | -4.2%
25 | COc1cc2c(cc1OC)C(SC)=NC1(CCCC1)C2 | ? | -5.3% | -28.7 | -31.1%[inhibitor] | 0.3% | ? | -0.1 | -10.4% | 16.6%

item | SMILES | HEK293 tox | aSyn yeast inh | D3 antag | PTHR1 ag | GLP1R ag | GLP-1R inv ag | D3 ag | TDP-43 yeast inh | KB-V1 cytotox
26 | O=[N+]([O-])c1cc2c(cc1/C=N/n1cnnc1)OCO2 | -0.5% | 4.1% | 2.8 | -17.6% | -3.5% | 9.2% | 7.4 | 2.3% | -12.8%
27 | O=S(=O)(Nc1ccc(N2CCOCC2)cc1)c1cccs1 | -4.1% | 1.9% | 12.2 | i | -1.1% | 4.5% | 0.1 | -9.9% | 8.4%
28 | COc1ccc(CCNCc2c(C(=O)O)c(C)n(Cc3cccc(Cl)c3)c2C)c(OC)c1OC | -3.9% | / | / | i | / | -14.9% | 3.2 | -6.1% | 0.0%
29 | O=C(CN1C(=O)COc2ccc(S(=O)(=O)N3CCCC3)cc21)NC1CC1 | -9.0% | -0.8% | 8.3 | i | 4.1% | -3.1% | -2.8 | -4.8% | 4.0%
30 | COc1ccc(CCNC(=O)c2ccc3nc(Cc4ccccc4)oc3c2)cc1OC | -3.9% | / | / | -86.7%[inhibitor] | / | -14.9% | 6.0 | 18.3% | -3.4%
31 | O=c1c2ccccc2nc(/C=C/c2cccc(Br)c2)n1CCCO | 4.2% | 0.5% | 2.3 | -17.1% | 16.1% | ? | -24.4 | 13.5% | -1.4%
32 | C[C@@H]1CN([C@H](C)CO)C(=O)c2cc(NS(=O)(=O)c3ccc(F)cc3)ccc2O[C@@H]1CN(C)Cc1ccc(Cl)c(Cl)c1 | ? | -1.9% | -14.2 | -8.0% | -1.7% | ? | -11.5 | -11.5% | -16.1%
33 | O=C(c1cccn2c(=O)c3cc(Br)ccc3nc12)N1CCN(c2ccccn2)CC1 | 5.5% | 0.1% | -4.5 | i | 4.7% | 5.7% | -7.5 | -13.8% | 7.5%
34 | Cn1c(=O)oc2cc(S(=O)(=O)CCC(=O)NCCc3ccccc3)ccc21 | 0.3%&0.0% | 0.5% | -1.4 | -13.4% | -2.0% | -11.9%&-10.1% | 7.7&5.9 | -0.2%&16.5% | ?
35 | O=C1CC(c2ccccc2)Sc2ccccc2N1Cc1ccc(F)cc1 (stereo not given) | 2.8% | 5.5% | / | -30.3%[inhibitor] | 3.7% | ? | 2.5 | 23.1% | ?
36 | CCOc1ccc(CCNC(=O)COC(=O)/C=C/c2ccc(OC(F)F)c(OC)c2)cc1OCC | 1.1% | 3.3% | 11.2 | i | 28.1% | -17.1% | 12.9 | 0.0% | 12.9%
37 | CCN1CCN(C(c2ccc(OC)c(OC)c2)c2nnnn2C(C)(C)C)CC1 (stereo not given) | 3.2% | -12.2% | 5.4 | i | 2.1% | -4.5% | 3.9 | 1.2% | -0.5%
38 | CCOc1ccc2[nH]c(=O)c(CN(CCc3ccccc3)C(=O)N3CCCC3)cc2c1 | 16.5% | -3.1% | -14.3 | i | 9.0% | 3.5% | 8.5 | -26.2% | -32.7%
39 | O=C(c1ccc(Cl)c([N+](=O)[O-])c1)N1CCN(Cc2ccc3c(c2)OCO3)CC1 | -3.2%[7.66 µM] | -1.3% | -6.4 | -24.0% | 7.7% | -28.7%[7.66 µM] | -7.6 | 0.8%[9.22 µM] | -5.8%
40 | Cc1cc(NC(CC(C)C)C(=O)O)nc(Cc2ccccc2)n1 (stereo not given) | 2.3% | 4.1% | -8.3 | i | 7.0% | -0.2% | -5.1 | 9.2% | ?
41 | N#CCCN(C(=O)c1ccco1)c1ccccc1 | -7.1% | -12.4% | -6.4 | i | 1.2% | 19.1% | -2.0 | -15.9% | 0.0%
42 | O=C(Cn1cc(C(F)(F)F)ccc1=O)NCc1ccc(F)cc1 | 2.4% | -4.8% | -10.1 | i | 1.3% | 1.6% | -1.1 | 8.1% | 2.3%
43 | Cc1ccc(S(=O)(=O)/N=C(\Sc2ccccc2)c2ccccc2)cc1 | 9.0% | 23.3% | -16.4 | i | 1.8% | 3.0% | -15.3 | -2.7% | -0.5%
44 | CCOC(=O)N1CCN(S(=O)(=O)c2cc([N+](=O)[O-])ccc2C)CC1 | -10.9% | 2.8% | 0.5 | -20.1% | -2.7% | 18.0% | 0.0 | 0.0% | -1.0%
45 | CC(C)N1CCNCC1 | 4.3% | 4.8% | 4.1 | i | -8.2% | 5.1% | -1.4 | -12.0% | 7.8%

Bioassay records (PubChem)

These rows are one share of the data, so the mix of outcomes need not match the whole.
